# Screens: PubChem, Broad Institute
# PGC1a acetyl inh = PGC1a acetylation modulation, inhibitor mode; AID 651687; 0.17% of 350,000 active; U2OS PGC1a acetylation, AlphaScreen anti-acetyl-lysine; with virally co-expressed GCN5 acetyltransferase; inhibition, % at 15.6 µM;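 active = every replicate shows inhibition of at least 40%; inconclusive = mean inhibition at least 40% but some replicate below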;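 also: 0% = neutral control wells and 100% = positive control wells; some results beyond the cut were filed as inactive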
# FN deposit inh = fibronectin deposition inhibition | 0.086% of 350,000 active | inhibition, % at 12.6 µM | AH1F fibroblasts, Alexa488-fibronectin deposition fluorescence, overnight;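 active = mean inhibition across replicates of 30% or more, regardless of how many single replicates reach that level; inconclusive = mean under 30% yet at least half of replicates reach 30%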;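 also: positive control wells lacked labelled fibronectin entirely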
#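 Assay system: AH1F fibroblast monolayer, labelled fibronectin deposition. Amount: 10000 cells per well. Also added: labelled fibronectin 24 nM. Compound: single-point pinned compound. Incubation: cell attachment 1 h, compound and FN exposure overnight. Detection: fluorescence after three HBSS washes, excitation 485 nm, emission 525 nm. Read-out: inhibition of fibronectin deposition signal.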
# miR-122 sensor = blocks miR-122 activity in Huh7 sensor cells; Huh7 miR-122 Renilla luciferase sensor, 48 h; neutral wells = 0, positive control = 100; activation (reporter increase), % at 12.5 µM; 0.3% of 340,000 active;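 active = mean replicate activation score at least 90 and every replicate individually at or above 90; inconclusive = only one of the two criteria met; inactive = neither criterion met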;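 also: higher luciferase means less miR-122 activity so hits act as miR-122 inhibitors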
# PAX8 reporter = PAX8 transcriptional activity inhibition; RMG-I TPO-luciferase reporter, SteadyGlo, 24 h; inhibition, % at 12.6 µM; 1.2% of 360,000 active;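 active = mean replicate inhibition at least 60% with every replicate also reaching 60%; inconclusive = only one of the two criteria is met; inactive = mean below 60% and not all replicates reaching 60%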;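 also: luciferase light reporting Pax8 driven TPO promoter activity; plate controls were median of neutral control wells for no effect and mitoxantrone controls for full effect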
# Cneo AK release = Cryptococcus neoformans lysis via adenylate kinase release | C. neoformans lysis, adenylate kinase release luminescence, 4 h; normalised: neutral wells 0, clomiphene wells 100 | lysis activity, % at 15 µM | 0.2% of 360,000 active | AID 651654;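 active = mean lysis activity across replicates of at least 80%, whatever share of replicates individually reach that level; inactive = mean lysis activity below 80%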
#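 Assay system: C. neoformans cells. Amount: yeast cell density of 5 × 10^6 cells/mL. Technique: AK luminescence. Buffer or medium: YPD. Times: static 4 h at 37 °C with compound, 1 h detection. Dosing: single-point compound dose. Read-out: lysis from increased AK signal.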
# LGR2 inh = inhibitors of bursicon-induced Drosophila LGR2 receptor cAMP signaling; AID 720647; 0.35% of 380,000 active; HEK293 LGR2, CRE-luciferase, bursicon-stimulated, 4 h; inhibition, % at 9.99 µM;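 active = drop in luminescence signal, shown as inhibition above about 50% in the replicate tests, limit read from the data, passing the limit was not always enough; inconclusive = probably only some replicates passing the limit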;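 also: agonist challenge used bursicon conditioned medium at about half maximal strength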
# Casp6 inh = caspase-6 (human) enzyme inhibition. P55212. purified caspase-6, Z-VEID-R110 cleavage fluorescence. inhibition, % at 12.5 µM. 0.53% of 350,000 active. AID 686996;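 active = mean inhibition across replicates at least about 35%, with every replicate also reaching that limit, limit read from the data; inconclusive = only one of the two criteria met; inactive = neither criterion met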;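 also: 0% = median of neutral control wells and 100% = no fluorescence left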
# Target sequence (P55212 24-179 limits assumed): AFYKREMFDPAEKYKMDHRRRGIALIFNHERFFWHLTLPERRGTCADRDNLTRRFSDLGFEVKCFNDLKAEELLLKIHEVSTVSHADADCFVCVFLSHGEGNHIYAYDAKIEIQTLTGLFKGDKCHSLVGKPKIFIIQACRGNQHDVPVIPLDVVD
# Target sequence (P55212 194-293 limits assumed): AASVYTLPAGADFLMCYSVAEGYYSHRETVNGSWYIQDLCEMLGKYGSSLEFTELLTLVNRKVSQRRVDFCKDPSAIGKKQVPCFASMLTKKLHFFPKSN
# EWS-Fli block = EWS/Fli transcriptional activity inhibition; A673 NR0B1-luciferase reporter, viability-normalised; inhibition, % at 12.6 µM; 0.67% of 350,000 active;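 active = mean inhibition of at least 50% after viability correction, with every replicate also passing that limit; inconclusive = mean reaches 50% but only one of two replicates passes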;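 also: firefly luciferase signal divided by Alamar Blue viability fluorescence both relative to DMSO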
# * = called active by the depositor; ? = inconclusive; · = not tested or not shown; & = joins results of further samples; ! = a repeat was not active; [ ] = dose if it differs, or a comment.
SMILES,PGC1a acetyl inh,FN deposit inh,miR-122 sensor,PAX8 reporter,Cneo AK release,LGR2 inh,Casp6 inh,EWS-Fli block
COc1ccccc1S(=O)(=O)N[C@@H]1C=C[C@@H](CC(=O)NCc2cc(F)cc(F)c2)O[C@H]1CO,-4,·,-5[16.7 µM],11,55,-7,0,-4
O=C(CS(=O)(=O)c1ccc(C(F)(F)F)cn1)NNC(=O)c1ccccc1,-9,-3,1,0,1,9,4,-3
COC(=O)c1ccc(C2c3c(oc4ccccc4c3=O)C(=O)N2CCCN2CCOCC2)cc1 (configuration not stated),·,-9,·,-9,1,-16,0,1
CCn1c2ccccc2c2cc(NC(=O)c3cccc([N+](=O)[O-])c3C)ccc21,·,6,·,51,·,2,-2,3
O=C(CCNS(=O)(=O)c1ccccc1)NCCSc1ccc(Br)cc1,3,-1,-4,-19,-2,·,-182,-1
COc1ccc(-c2cc(C(=O)N3CCCC3)c3ccccc3n2)cc1OC,·,-12,3,-22,3,-10,-3,·
CCS(=O)(=O)N1Cc2cc(C(=O)NCCOC)nc(-c3cccc(-c4ccncc4)c3)c2[C@@H]1CCO,·,5&-11,·,9&-16,3,-3&2,2&-2,6&-11
COc1ccc2c(c1)c(CC(=O)Nc1cc(C)ccc1C)c(C)n2C(=O)c1ccc(Cl)cc1,-20,-5,8,-5,-6,10,·,·
Oc1c(C(c2ccccn2)N2CCCCC2)cc(Cl)c2cccnc12 (configuration not stated),3,17,-18,77*,-2,0,-7,37
CC(Sc1nnnn1C1CC1)C(=O)Nc1cccc(S(=O)(=O)N2CCOCC2)c1 (configuration not stated),3,1,6,-5,-1,-2,1,2
CCN(CC)c1ccc(/C=C2\NC(=O)NC2=O)cc1,-3,11,-1,-10,2,9,·,·
CN(C)S(=O)(=O)c1ccc(C(=O)OCC(=O)NC(=O)NC2CCCC2)cc1,-3,-1,0,6,1,4,3,5
Cc1ccsc1/C=C1/C(=O)NN(c2ccccc2)C1=O,·,-2,·,18,·,-29,-1,-5
COc1ccccc1N1CCN(C(=O)C2CCN(S(=O)(=O)c3ccc4c(c3)CC(C)N4C(C)=O)CC2)CC1 (configuration not stated),5,4,2,9,0,-18,0,·
Cc1ccc(-c2nc3c(C)cc(Br)cn3c2Cc2ccsc2)cc1,-15,3,7,25,-1,7,5,20
CC(=O)N1CC(=O)N2[C@H](CO)[C@H](c3ccc(C#CC(C)C)cc3)[C@@H]2C1,-9,·,·,-7,·,-6,3,-5
O=S(=O)(CCc1ccncc1)C1Cc2cccc3cccc1c23 (configuration not stated),-7,8,0,0,10,25,-3,13
CN1C(=O)c2cc(NC(=O)C3CCOCC3)ccc2OC[C@H]2O[C@@H](CC(=O)NC3CCCC3)CC[C@H]21,11,12,-5[16.7 µM],-14,-3,13,-1,3
CCCCCc1ccc2cc(C#N)ccc2n1,5,-4,-4,-96,1,-31,-3,-82
CNC[C@H]1Oc2ccc(NS(=O)(=O)c3cn(C)cn3)cc2CC(=O)N([C@@H](C)CO)C[C@H]1C,6,1,-6[16.7 µM],-3,22,15,-1,-7
CCOC(=O)c1cnc(-n2cc(C)cn2)nc1NCc1ccc2c(c1)OCO2,2,-11,7,·,0,3,·,·
COc1ccc(C(=O)NNC(=S)NC(=O)c2cccnc2)cc1,3,0,·,-3,·,0,5,10
NS(=O)(=O)c1ccc(NC(=O)/C=C/c2cn(-c3ccccc3)nc2-c2cccc(Cl)c2)cc1,·,-1,·,18,·,14,1,16
O=C(/C=C/c1ccccc1)OCC(=O)c1c[nH]c2ccccc12,·,-2,·,24,·,·,-1,14
COc1ccc2ccccc2c1/C=N/Nc1cccc(C(=O)O)c1,5,-7,-5,-43,-3,-30,·,-101
Fc1ccccc1CNCC1CCCO1 (configuration not stated),0,-8,-5,-3,20,13,-6,-9
O=C(NCCc1ccc(Cl)cc1)c1ccc2[nH]c(=O)c(=O)[nH]c2c1,6,3,-4,-7,1,-8,5,·
C[C@@H]1CN([C@H](C)CO)C(=O)c2cc(C#CC(C)(C)O)cnc2O[C@H]1CN(C)Cc1cncnc1,6,-1,-1[16.7 µM],·,-4,5,1,-8
O=C(C1CCCC1)N1CCCCN2[C@@H](CO)[C@H](c3ccc(-c4cccc(F)c4)cc3)[C@@H]2C1,-13,·,-26[16.7 µM],7,1,·,0,-7
CC1=NNC(=O)C1C(c1ccc(Cl)cc1)C(C#N)C#N (configuration not stated),1,-3,4,2,0,·,4,-11
CCN(CCNC(=O)C1=C(C)C(=O)OC12CCC(C)CC2)c1ccccc1 (configuration not stated),-10,-8,-3,-1,1,12,1,-1
OC[C@@H]1[C@@H](c2ccc(-c3ccccc3F)cc2)[C@H]2CN(Cc3cncnc3)CCCCN12,6,·,15[16.7 µM],-6,5,-10,-1,-5
O=C(CCc1ccc(S(=O)(=O)N2CCOCC2)cc1)Oc1ccccc1,-10,-1,-4,·,0,·,·,·
COc1ccc(S(=O)(=O)Nc2c(C(=O)O)[nH]c3ccc(OC)cc23)cc1,-13,4,-4,36,-1,-1,6,-28
CC(=O)c1c(C)[nH]c(C(=O)Nc2nc(C)cs2)c1C,-3,-1,-1,58,-3,·,8,74*
CC1CCCCN1C(=O)COc1ccc(S(=O)(=O)N2CCCC2)cc1[N+](=O)[O-] (configuration not stated),2,-7,-12,-5,1,11,2,12
Nc1ccn([C@@H]2O[C@H](C(=O)N3CCN(c4ccc(Cl)cn4)CC3)[C@@H](O)[C@H]2O)c(=O)n1,-4,4,-6,-7,0,1,-1,-4
COc1cccc(CN2CCCC(C(=O)N3CCCCC3)C2)c1 (configuration not stated),2,3,9,22,3,-3,-1,13
CCCN(CC1CC1)C(=O)COC(=O)c1oc2c(F)cccc2c1C,1,0,2,16,-1,2,-2,-4
CC(CC(=O)c1cccs1)CC(=O)c1cccs1,9,·,5,·,-1,-41,-8,-61
COc1ccc(S(=O)(=O)Nc2ccc3c(c2)C(=O)N([C@@H](C)CO)C[C@H](C)[C@@H](CN(C)C(=O)Nc2cccc4ccccc24)OCCCC[C@H](C)O3)cc1,-20,·,-3[16.7 µM],47,-1,?,·,16
O=C(Nc1nnc(-c2ccc(Cl)cc2)o1)C1=COCCO1,-3,4,-4,-10,-1,-3,3,0
COc1ccc(S(=O)(=O)N(C)C[C@H]2OCCCC[C@@H](C)Oc3ccc(NC(=O)Cc4ccccc4)cc3C(=O)N([C@@H](C)CO)C[C@@H]2C)cc1,10,-16,-12[16.7 µM],1,-4,18,-2,-3
O=C(O)CCCNC(=O)/C(=C\c1ccccc1F)NC(=O)c1ccccc1,10,0,9,18,·,20,-3,0
O=C(Cc1cccnc1)N[C@@H]1CC[C@H](CCn2cc(Cc3ccccc3)nn2)O[C@H]1CO,3,·,·,-7,5,13,-1,1

# An excerpt of these results, with tabs.
Compound	PGC1a acetyl inh	FN deposit inh	miR-122 sensor	PAX8 reporter	Cneo AK release	LGR2 inh	Casp6 inh	EWS-Fli block
CCCN(CC1CC1)C(=O)COC(=O)c1oc2c(F)cccc2c1C	1	0	2	16	-1	2	-2	-4
CC(CC(=O)c1cccs1)CC(=O)c1cccs1	9	·	5	·	-1	-41	-8	-61
COc1ccc(S(=O)(=O)Nc2ccc3c(c2)C(=O)N([C@@H](C)CO)C[C@H](C)[C@@H](CN(C)C(=O)Nc2cccc4ccccc24)OCCCC[C@H](C)O3)cc1	-20	·	-3[16.7 µM]	47	-1	?	·	16

# Following part:
SMILES,PGC1a acetyl inh,FN deposit inh,miR-122 sensor,PAX8 reporter,Cneo AK release,LGR2 inh,Casp6 inh,EWS-Fli block
CCCCc1ccc(NC(=O)COc2ccc(C(=O)Nc3ccccc3OCC)cc2)cc1,-10,10,3,25,0,-15,·,·
O=C(COc1ccc2ccccc2c1)N1CCN(C(=O)c2ccco2)CC1,·,11,·,-2,·,14,-1,-5
Cc1ccccc1NC(=O)Cc1nnc(NC(=O)Nc2ccccc2F)s1,10,5,-5,-13,5,5,0,3
O=C(C[C@@H]1CC[C@@H]2[C@H](COC[C@H](O)CN2Cc2ccccc2)O1)N[C@H]1CCN(Cc2ccccc2)C1,-6,3,-3[16.7 µM],23,7,-5,-1,-5
COc1ccccc1CNC(=O)C(C)n1nc(C)c2c(C)n(-c3ccccc3)nc2c1=O (configuration not stated),-13,4,-7,-9,-2,6,-1,-4
CN(C(=O)CSc1nc2ccccc2o1)C1CCS(=O)(=O)C1 (configuration not stated),·,4,·,-6,2,-5,6,-23
COc1ccc(S(=O)(=O)Nc2ccc3c(c2)C(=O)N([C@H](C)CO)C[C@@H](C)[C@@H](CN(C)C(=O)NC2CCCCC2)OCCCC[C@@H](C)O3)cc1,-21,-14,-13[16.7 µM],8,1,-9,1,22
CCOc1ccc(/C=C2\SC(=S)N(C(C(=O)O)c3ccccc3)C2=O)cc1OC (configuration not stated),-1,-2,4,-15,-7,0,6,3
O=C(C1=C[C@H](C2CCCCC2)C[C@H](OCCCCO)O1)N1CCN(Cc2ccccc2)CC1,-15,4,-3,-6&24,22&0,0,1&2,-3&-7
Cc1cccc(Nc2nc3ccccc3n3nnnc23)c1,-2,-7,-1,11,1,-15,1,-2
COc1ccc(-n2c(Cc3cccn3C)nnc2SCC(=O)NCc2ccccc2Cl)cc1,-2,3,-4,-2,-4,4,-1,2
CN(C(=O)CSc1nncc2ccccc12)c1ccccc1,-23,-2,-2,12,-2,-3,5,-1
COC(=O)Cn1c2ccc(OC)cc2c2nc(C)sc21,3,13,-2,-119,-4,-4,9,0
CCN1C(=O)[C@H]2[C@@H](c3ccc(C)cc3)N[C@]3(CCCN(CCC(C)C)C3=O)[C@H]2C1=O,6,-1,2,-6,-1,-14,9,3
C[C@@H]1ON(C)[C@H]2C[C@H]3c4[nH]c5c(-c6ccccc6)cccc5c4CCN3C[C@@H]12,·,0,·,13,·,0,-6,5
CC(=O)N1C[C@H]2[C@@H](c3ccccc31)[C@H](CO)N2S(=O)(=O)c1ccccc1,1,·,0[16.7 µM],11,-4,28,·,3
O=C(Nc1ccc(Cl)cc1)c1ccc(-c2ccccn2)s1,-3,-3,4,-89,0,·,-2,-84
Cc1ccc(-c2nn(-c3ccccc3)cc2C(=O)N2CCN(C3CCS(=O)(=O)C3)CC2)cc1 (configuration not stated),-2,-4,-4,-1,-2,8,1,-8
Cc1noc(C)c1NC(=O)N(C)C[C@H]1Oc2ccc(NC(=O)CCN3CCOCC3)cc2C(=O)N([C@@H](C)CO)C[C@H]1C,5,·,-3[16.7 µM],·,52,-5,1,3
COc1ccccc1C(=O)Nc1ccccc1C(=O)N1C(C)CCCC1C (configuration not stated),·,7,·,7,·,-15,3,-6
COC(=O)C1=C(C)N=c2s/c(=C/c3cccs3)c(=O)n2C1c1cccs1 (configuration not stated),-5,-11,4,-5,1,·,·,·
CC(=O)Nc1cc(-c2cccc(N)c2)cn2c(-c3ccccc3)cnc12,-1,3,0,2,18,-7,-1,4
COc1ccc(CCN(C)C(=O)CSc2ncnc3sccc23)cc1OC,-34,0,·,-4,·,-13,2,7
O=C(Nc1ccc(C(F)(F)F)cc1)N1C[C@@H]2N[C@H](C1)C2c1ccc(-c2cccc(F)c2)cc1 (some centres not stated),62*!,8,·,88*,·,-2,3&5,0&-6
